UTI89 phage lysis: protection from phage-mediated lysis, alamar blue read-out – E. coli UTI89, K1F phage, bacterial capsule biogenesis inhibitors (AID 488966) | E. coli UTI89 K1F phage lysis, alamar blue, 2 h; higher % means a stronger effect | inhibition, % at 100 µM; hits with a dose series show IC50 in µM | 0.02% of 340,000 active;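 active means phage lysis inhibition, versus mean bacterial control, above a set limit; inconclusive means no clear call, values can overlap the other calls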;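 further: capsule biogenesis inhibitors block K1F phage lysis so surviving cells raise fluorescence; higher fluorescence means more inhibition of phage lysis; actives were called in the ten point dose series up to 300 µM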
NS5 inhibitors: Dengue-2 NS5 methyltransferase inhibitors, primary screen, biochemical, confirmation dose response (AID 588689); inhibition, % at 25 µM, or IC50 in µM where a hit was titrated; 0.3% of 340,000 active; Dengue-2 NS5 methyltransferase capping enzyme assay, biochemical; higher % means a stronger effect; in the data active means a potency from the dose series; inconclusive means inhibition above about 29% without an active follow-up result
MgcRacGAP inhibition: MgcRacGAP GTPase-activating activity inhibitors, confirmation, biochemical, ADP Hunter fluorescence; MgcRacGAP-stimulated Rac1 GTP hydrolysis, ADP Hunter fluorescence; higher % means a stronger effect; GST-tagged Rac1 F28L mutant substrate; inhibition, % at 30 µM, or IC50 in µM where a hit was titrated; 0.6% of 340,000 active; AID 624330;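 active means first-screen hits whose inhibition reached a set limit at any dose in the follow-up dose series; inconclusive means inhibition above the set first-screen limit but never retested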;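 further: fluorescence reports GDP produced by GAP-driven GTP hydrolysis; strong numbers were not always called active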
NS5 inhibitors pilot replicate: recorded beside NS5 inhibitors, whose call it bears; inhibition, %; measured here: pilot screen replicate inhibition
Numbers without * were called inactive; i = inactive; ? = inconclusive; [ ] = dose if it differs, or a comment. A portion of the library; rates above refer to the full screens.

SMILES | UTI89 phage lysis | NS5 inhibitors | MgcRacGAP inhibition | others
COc1ccccc1NC(=S)NN=C(C)c1ccccn1 | 7.9% | 6% | 7%
CCOc1cc(C=NNC(=O)CCCC(=O)NN=Cc2ccc(O)c(OCC)c2)ccc1O | 2.2% | 14% | 50µM*
NC(=O)C1CCCN1Cc1ccc2c(c1)OCO2 (stereo unspecified) | -0.5% | 2% | 2%
COc1ccc(C2=NNC(=O)C2(C)Br)cc1 (stereo unspecified) | -0.4% | 2% | 12%
CCCCNC(=O)c1ccccc1C(=O)NC1(C(=O)NCCCC)CCCC1 | -0.8% | 3% | 1%
O=C1c2ccccc2C(=O)N1C1C(=O)N2CCSC12C(=O)OCc1ccccc1 (stereo unspecified) | -1.4% | 3% | -2%
COc1ccccc1NS(=O)(=O)c1cc(NC(=O)c2ccccc2C)ccc1N1CCOCC1 | 0.7%[50 µM] | -5% | 5%
CC1(C)N=C(c2ccccc2)C(c2ccccc2)=N1 | -0.7% | 3% | 7%
Cc1nc(N)[nH]c(=O)c1CCCNS(=O)(=O)c1ccc([N+](=O)[O-])cc1 | 3.2% | -7% | 1%
O=C1OCC2=C1C(c1ccc3c(c1)OCO3)c1cc3c(cc1O2)OCO3 (stereo unspecified) | 2.7% | -2% | 8%
O=C(Cc1cccc(NC(=O)C2CCCN(C(=O)C3CCCCC3)C2)c1)Nc1cccc(C(=O)N2CCCCC2)c1 (stereo unspecified) | 0.1% | -3% | 13% | NS5 inhibitors pilot replicate=-4.3
O=C(NCCNCc1ccccc1)c1ccco1 | 0.1% | 1% | 20%
NCC(=O)NCC(=O)NC[C@H]1O[C@@H](n2ccc(=O)[nH]c2=O)[C@H](O)[C@@H]1O | 0.3% | -3% | 2% | NS5 inhibitors pilot replicate=-7.1
CN(Cc1ccccc1)CC(O)CN(C)Cc1ccccc1 | -1.4% | 1% | -3%
CSCCC(NC(=O)c1ccccc1Br)C(=O)N1CCN(C/C=C/c2ccccc2)CC1 (stereo unspecified) | -0.2%[50 µM] | 2% | 10%
CCN(CC)CC(O)c1ccc2ccc3ccc(O)cc3c2c1 (stereo unspecified) | -0.4% | 4% | 19%
COC(=O)[C@@H](Cc1ccccc1)NC(=O)Cn1cc(C)c(=O)[nH]c1=O | 0.3% | 1% | 7%
COc1ccc(C(=O)N2CCN(S(=O)(=O)c3ccc(Cl)cc3)CC2)cc1S(=O)(=O)N1CCOCC1 | 0.0%[50 µM] | 1% | 5%
COc1cc(C2c3cc4c(cc3OC(NCCc3ccccc3)C2C)OCO4)cc(OC)c1OC (stereo unspecified) | -1.2% | -4% | -24%
O=C1C(Cl)=C(O)C2(Cl)C(Cl)=C(Cl)C12Cl (stereo unspecified) | 2.6% | -4% | 2%
CN(C)c1ccc(C=c2c3cc(O)ccc3n3c2cc(-c2ccccc2)[n+]3C)cc1 | 5.7% | 27% | 20µM*
O=C(Cc1ccc(NC(=O)C2CCCN(C(=O)C3CC3)C2)cc1)Nc1cccc(C(=O)N2CCCCC2)c1 (stereo unspecified) | 0.1% | -8% | 2% | NS5 inhibitors pilot replicate=-3.6
c1ccc2c(CCc3ccncc3)cccc2c1 | 1.2% | 2% | -13%
Cc1ccc2nc(C(Cl)(Cl)Cl)nc(N/N=C/c3ccc([N+](=O)[O-])cc3)c2c1 | 0.0% | 5% | -6%

Part of the list above in order of count of non-hydrogen atoms, highest first:
SMILES | UTI89 phage lysis | NS5 inhibitors | MgcRacGAP inhibition | others
CCOc1cc(C=NNC(=O)CCCC(=O)NN=Cc2ccc(O)c(OCC)c2)ccc1O | 2.2% | 14% | 50µM*
O=C1c2ccccc2C(=O)N1C1C(=O)N2CCSC12C(=O)OCc1ccccc1 (stereo unspecified) | -1.4% | 3% | -2%
CCCCNC(=O)c1ccccc1C(=O)NC1(C(=O)NCCCC)CCCC1 | -0.8% | 3% | 1%
Cc1ccc2nc(C(Cl)(Cl)Cl)nc(N/N=C/c3ccc([N+](=O)[O-])cc3)c2c1 | 0.0% | 5% | -6%
CCN(CC)CC(O)c1ccc2ccc3ccc(O)cc3c2c1 (stereo unspecified) | -0.4% | 4% | 19%
NC(=O)C1CCCN1Cc1ccc2c(c1)OCO2 (stereo unspecified) | -0.5% | 2% | 2%

Carrying on.
SMILES | UTI89 phage lysis | NS5 inhibitors | MgcRacGAP inhibition | others
O=c1[nH]cnc(O)c1C1C=CC=CC=C1 | -0.5% | -11% | 3%
Cc1ccc(S(=O)(=O)NC(=O)NCc2ccco2)cc1 | -2.6% | -2% | -3%
Cc1c(CCNC=O)cc(C)c2c3c(oc12)CCCC3 | -0.4% | -6% | 8%
COc1ccc2nc(NCc3ccc(OC)c(OC)c3OC)sc2c1 | i | -3% | 9%
CC(=O)Nc1cc2c(c(Cl)c1Cl)-c1ccccc1C2=O | 0.0% | -5% | 5%
CCC1(c2ccccc2)C(=O)N=C(N)N(C#N)C1=O (stereo unspecified) | -2.1% | 2% | 0%
COC(=O)C1C2CC3c4[nH]c5cc(OC)ccc5c4CCN3CC2CC(OC(=O)CC(C)=O)C1OC (stereo unspecified) | -1.1% | ? | 0%
CCc1nnc(NC(=O)c2cc(S(=O)(=O)N3CCN(CC)CC3)ccc2Cl)s1 | -0.2% | -1% | 4%
NC(=O)c1ncn([C@@H]2O[C@H](CNCc3ccc(OCC(=O)Nc4ccccn4)cc3)[C@@H](O)[C@H]2O)n1 | -0.2% | -4% | 0% | NS5 inhibitors pilot replicate=2.4
CCCN(CC(=O)Nc1ccccc1C)C(=O)Cc1c[nH]c2ccccc12 | -0.1%[50 µM] | -6% | 1%
OC1(c2ccccc2)CC(c2ccccc2)c2ccccc2O1 (stereo unspecified) | -0.3% | -1% | 0%
C#CCOCCOCCOCCNc1nc(N2CCN(C(=O)[C@H](C)n3cc(CCC(=O)O)nn3)CC2)nc(N2CCN(C(=O)[C@H](C)n3cc(CCC(=O)O)nn3)CC2)n1 | 4.2% | -8% | 3%
COC1=CC(=O)C=C(OC)C1=O | -14% | -8% | -144%
O=c1[nH]nc(Br)c(=O)n1C(c1ccccc1)c1ccccc1 | 1.7% | -2% | -3%
Cc1cc(-c2ccccc2)nc(Nc2nc3c(C)cccc3c(=O)[nH]2)n1 | 0.0% | 1% | 6%
CC(=O)Oc1ccccc1C(=O)C=Cc1cccc([N+](=O)[O-])c1 | -0.1% | -17% | 9%
COc1ccc(C(=C(CC(=O)O)C(=O)OC(C)(C)C)c2cc(OC)c(OC)c(OC)c2)cc1OC | -0.9% | 2% | -8%
Cc1[nH]nc(C(F)(F)F)c1N=NN1CCOCC1 | -10% | -23% | 4%
CN(C(=O)c1ccc(NC(=O)Cc2ccc(NC(=O)C3CCCN(C(=O)C4CC4)C3)cc2)cc1)C1CCCC1 (stereo unspecified) | -0.1% | -5% | 7%
O=C(NCc1ccccc1)c1cccc(NC(=O)C2CCCCC2)c1 | 0.1% | -6% | 12%
O=C1NC(=O)C2(CCCC2c2ccccc2)N1 (stereo unspecified) | -0.7% | 4% | 6%
NC(=O)c1ncn([C@@H]2O[C@H](CNCc3cnc(N4CCOCC4)s3)[C@@H](O)[C@H]2O)n1 | 0.0% | -1% | -5% | NS5 inhibitors pilot replicate=-5.8
COc1ccccc1C(=O)N1[C@@H](C(C)C)COc2cc(Br)ccc2S1(=O)=O | 0.1% | 3% | 7%
CC(=O)OCC(=O)C1(O)CCC2C3CCC4=CC(=O)CCC4(C)C3(Cl)C(O)CC21C (stereo unspecified) | -0.7% | 3% | -5%

Fetched one by one from above:
SMILES | UTI89 phage lysis | NS5 inhibitors | MgcRacGAP inhibition | others
O=C1NC(=O)C2(CCCC2c2ccccc2)N1 (stereo unspecified) | -0.7% | 4% | 6%
Cc1[nH]nc(C(F)(F)F)c1N=NN1CCOCC1 | -10% | -23% | 4%
O=c1[nH]nc(Br)c(=O)n1C(c1ccccc1)c1ccccc1 | 1.7% | -2% | -3%
CN(C(=O)c1ccc(NC(=O)Cc2ccc(NC(=O)C3CCCN(C(=O)C4CC4)C3)cc2)cc1)C1CCCC1 (stereo unspecified) | -0.1% | -5% | 7%
COc1ccc(C(=C(CC(=O)O)C(=O)OC(C)(C)C)c2cc(OC)c(OC)c(OC)c2)cc1OC | -0.9% | 2% | -8%
COc1ccccc1C(=O)N1[C@@H](C(C)C)COc2cc(Br)ccc2S1(=O)=O | 0.1% | 3% | 7%

Further structures.
SMILES | UTI89 phage lysis | NS5 inhibitors | MgcRacGAP inhibition | others
COc1cc2c(cc1[N+](=O)[O-])-c1ccccc1C2 | 1.5% | 7% | -1%
CN(C)c1nc(=NCc2cccs2)ss1 | 2.4% | -34% | 134µM*
O=C(Cc1ccccc1)NCCCNC(=O)Cc1ccccc1 | -0.7% | 6% | -1%
O=C1c2cccc(NCCNCCO)c2C(=O)c2cccc(NCCNCCO)c21 | >300µM* | 16% | 41µM*
COC1OC2COC(c3ccccc3)OC2C(O)C1N (stereo unspecified) | 1.4% | 10% | 4%
Cc1ccc(NCCN(C)C)c2c(=O)c3cc(O)ccc3sc12 | -1.2% | -2% | 24µM*
CN1C[C@@H]2[C@@H]3C(=O)N(C)C(=O)[C@@H]3[C@](Cc3ccccc3)(C1=O)N2C(=O)c1ccc(Cl)cc1 | 1.1% | -18% | 11%
CC(C)(C)OC(=O)N(CCc1ccccc1)Cc1ccc(OCc2cccc(NC(=O)C3CCCC3)c2)cc1 | -0.2% | 2% | 1% | NS5 inhibitors pilot replicate=-1.2
COc1cc(CC(=O)Nc2cc(S(=O)(=O)N3CCOCC3)ccc2N2CCCC2)cc(OC)c1OC | 0.1%[50 µM] | -8% | 1%
CCOC(=O)c1c(NC(=O)C2CCCN2S(=O)(=O)c2cccc3nsnc23)sc(C)c1C (stereo unspecified) | -0.1% | 7% | 7%
C=C(C1=CCN(S(=O)(=O)C(C)(C)C)[C@H]1CCO)c1ccccc1 | 0.2% | -2% | 8% | NS5 inhibitors pilot replicate=3.4
CN(C)c1ncnc2c1ncn2C1CCCCO1 (stereo unspecified) | 1.3% | -5% | 3%
Cc1cc(NC(=O)C(Cl)Cl)cc2c1OCO2 | 0.6% | 4% | -1%
COC1OC2COC(c3ccccc3)OC2C(OC(=O)c2ccccc2)C1OC(=O)c1ccccc1 (stereo unspecified) | -2.5% | -8% | -2%
CCOc1ccc(Nc2ccc(N)c(S(=O)(=O)O)c2)cc1 | 1.2% | 55% | 69µM*
Nc1nc(=O)n(C2CCCO2)cc1Br (stereo unspecified) | 0.8% | -6% | -5%
CCOC(=O)N1CCC2CC1c1cc(Cl)ccc12 (stereo unspecified) | 0.2% | 1% | 1%
COc1ccccc1C=NNc1ccc([N+](=O)[O-])cn1 | -1.6% | 14% | 2%
O=C(NC(c1ccccc1)c1ccccc1)c1ccccc1 | -2.1% | -1% | 1%
OC(c1ccccc1)(c1ccccc1)c1nccn1-c1ccccc1 | -1.1% | -5% | 0%
O=C1OC(Sc2ccccc2)(c2ccccc2)c2ccccc21 (stereo unspecified) | 3.3% | -3% | 4%
CN(C(=O)COC(=O)c1ccc(Cl)c(S(=O)(=O)NCc2ccccc2)c1)C1CCS(=O)(=O)C1 (stereo unspecified) | 0.3%[50 µM] | -1% | 3%
COCCNC(=O)C(OC(=O)c1ccco1)c1ccc(OC)cc1 (stereo unspecified) | 0.6% | -4% | 13%
Oc1ccc(C[C@H]2CNC(=S)N2CC2CCCN2C[C@H](Cc2ccccc2)N2C[C@H](Cc3ccc(O)cc3)N(CC3CCCCCC3)C2=S)cc1 (stereo partly specified) | 0.3% | -8% | 2%
CCSC(=O)N1c2ccc(OC)cc2C=CC1C#N (stereo unspecified) | 10% | -6% | 0%
Cc1cn(CC(=O)N(C)Cc2ccco2)c(=O)[nH]c1=O | 0.3% | 0% | 6%
COC(=O)c1sc(C(F)(F)F)c(-c2ccccc2)c1S(=O)(=O)N1CCOCC1 | -1.8% | -5% | 7%
O=C(CSc1ccc([N+](=O)[O-])cc1)c1ccccc1 | 1.4% | 1% | 0%
CC(C)Cn1c(N)c(C(=O)CSc2ncn[nH]2)c(=O)n(C)c1=O | 1.2%[50 µM] | -1% | 6%
C#CCNS(=O)(=O)c1ccc(F)cc1Br | 0.0% | -5% | 5% | NS5 inhibitors pilot replicate=-2.8
O=C(Cc1ccc(NC(=O)C2CCN(C(=O)C3CC3)CC2)cc1)Nc1cccc(C(=O)N2CCCCC2)c1 | 0.1% | -4% | 2%
CCN(CC)CC1CN(N=Cc2ccc([N+](=O)[O-])o2)C(=O)O1 (stereo unspecified) | -5.9% | 3% | 5%
O=C(Oc1cccc2ccccc12)c1ccccc1 | 2.8% | -5% | 7%
CC(C)C[C@H]1CNC(=S)N1CC1CCCN1C[C@H](Cc1ccccc1)N1C[C@H](Cc2ccc(O)cc2)N(CC2CCCCCC2)C1=S (stereo partly specified) | 0.0% | 1% | -6% | NS5 inhibitors pilot replicate=0.0
COc1cc(C(=O)NCCNC(=O)c2ccco2)cc(OC)c1OC | 3.6% | -6% | 7%
O=C(O)c1cc2cc(Cl)ccc2[nH]1 | -3.7% | -4% | -2%
CCN(CC)S(=O)(=O)c1cccc(NC(=O)c2ccc(S(=O)(=O)N3CCCC3)cc2)c1 | 0.0%[50 µM] | 7% | 7%

Screens (PubChem BioAssay)
